Assay outcomes as filed in PubChem BioAssay.
IMP-1 inh – IMP-1 metallo-beta-lactamase inhibitors, primary screen, biochemical, epi-absorbance readout, Pseudomonas aeruginosa enzyme; inhibition, % at 5.6 µM; purified IMP-1, nitrocefin hydrolysis, epi-absorbance fluorescence; hit rate 0.45% among 290,000; AID 1556, 2009;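 active means inhibition above the mean plus 3 SD of all compounds in the same screening run, cut at about 4.5% in these data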;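 further: 0% = IMP-1 with DMSO and 100% = DMSO wells lacking enzyme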
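Assay system: purified recombinant IMP-1 beta-lactamase. Input: IMP-1 0.2 nM before substrate addition. Buffer or medium: Zinc- and detergent-supplemented HEPES buffer, pH 7.1. Schedule: 25 °C, 15 min preincubation, 25 min reaction. Signal: Epi-absorbance fluorescence, 480 nm excitation, 530 nm emission. Evaluation: percent inhibition from optical density relative to buffer-blank wells.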
MEKK2mut PB1 HTS – MEK5 binding signal on mutant MEKK2 PB1, primary screen, biochemical, multiplex bead flow cytometry, Alexa488-MEK5 | Alexa488-MEK5 binding to MEKK2 mutant | percent response, % at 10 µM | hit rate 0.35% among 290,000; in the data active means percent response above about 24%, passing the limit was not always enough; further: inactives centre near 1; some results filed as inactive read as strong as hits
DNA FID counter – compounds displacing fluorescent DNA intercalator, primary screen, artefact control for HCV NS3 helicase inhibitor project, biochemical, FID fluorescence; DNA fluorescent intercalator displacement; inhibition, % at 7.9 µM; hit rate 0.17% among 290,000; AID 1845, 2009; in the data active means inhibition above about 37%;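 further: 0% = vehicle and 100% = reference compound; higher means more ethidium bromide displaced from hairpin DNA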
NALP1 inh – NALP1 inflammasome inhibitors in reconstituted yeast, colorimetric, S. cerevisiae, triplicate retest | S. cerevisiae NALP1/ASC/caspase-1 growth, X-gal OD620, 72 h | inhibition, % at 10 µM | hit rate 0.61% among 280,000; in the data active means inhibition mostly above about 24%, no sharp cut-off; inactive means mostly below about 32%; further: some compounds called inactive have numbers as strong as hits
MEKK2wt PB1 HTS – modulators of MEK5 binding to wildtype MEKK2, primary screen, biochemical, multiplex bead flow cytometry, Alexa488-MEK5 | Mitogen-activated protein kinase kinase kinase 2 (Homo sapiens), Q9Y2U5 | Alexa488-MEK5 binding to MEKK2 WT; actives lie on both sides | binding response (% of control), % at 10 µM | hit rate 1.1% among 290,000 | AID 1531, 2009; in the data active means binding response below about 67% or above about 130%
SUMO HTRF inh – inhibitors of in vitro SUMOylation cascade, primary screen, biochemical, HTRF, uHTS | HTRF SUMOylation assay, SAE1/SAE2 + UBC9 | SUMO-conjugating enzyme UBC9 (Homo sapiens), P63279 | hit rate 0.36% among 290,000 | inhibition, % at 35 µM; in the data active means inhibition above about 50%, passing the limit was not always enough; further: strong numbers were not always called active
Target sequence (P63279 whole entry, looked up): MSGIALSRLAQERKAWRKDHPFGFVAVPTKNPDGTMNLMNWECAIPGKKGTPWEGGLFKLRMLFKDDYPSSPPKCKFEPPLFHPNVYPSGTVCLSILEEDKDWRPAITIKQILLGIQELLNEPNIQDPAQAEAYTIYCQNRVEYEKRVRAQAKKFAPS
M18AAP inhibitor – PfM18AAP inhibitors, malaria aminopeptidase, primary screen, biochemical, QFRET, recombinant enzyme; H-Glu-NHMec fluorogenic cleavage; inhibition, % at 7.35 µM; hit rate 1.2% among 290,000;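 active means inhibition above the campaign mean inhibition over all tested compounds plus 3 SD, cut at about 28% in these data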;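 further: 0% = plate median of test compound wells and 100% = 2 mM ZnCl2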
NS3 helicase inh – inhibitors of HCV NS3 helicase, primary screen, biochemical, Cy5 molecular beacon fluorescence; Hepatitis C virus NS3 helicase; NS3 helicase DNA unwinding; inhibition, % at 10.9 µM; hit rate 0.56% among 290,000;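 active means inhibition above the mean of all tested compounds plus 3 SD, set per campaign, cut at about 35% in these data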;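 further: 0% = DMSO wells and 100% = thioflavine S control wells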
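Material: hepatitis C virus NS3 helicase domain fragment enzyme; measured by: Cy5 fluorescence, 0 and 60 min reads; control set: DMSO and thioflavine S; incubation: 60 min unwinding reaction at 25 °C after ATP addition; read-out basis: % inhibition from 60/0 min fluorescence ratio, DMSO 0%, thioflavine S 100%; repeats: singlicate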
VIM-2 inhibitor – VIM-2 metallo-beta-lactamase inhibitors, primary screen, biochemical, epi-absorbance readout, Pseudomonas aeruginosa enzyme; inhibition, % at 5.6 µM; purified VIM-2, nitrocefin hydrolysis, epi-absorbance fluorescence; hit rate 0.89% among 290,000;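 active means inhibition above the mean of all tested compounds plus 3 SD, cutoff set per screening run, cut at about 7.5% in these data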;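 further: red hydrolysis product quenches plate fluorescence so inhibitors raise well fluorescence; 0% = enzyme with DMSO and 100% = DMSO without enzyme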
The depositor's hits bear a star; · = not tested or not shown.

Fields: IMP-1 inh | MEKK2mut PB1 HTS | DNA FID counter | NALP1 inh | MEKK2wt PB1 HTS | SUMO HTRF inh | M18AAP inhibitor | NS3 helicase inh | VIM-2 inhibitor
- Clc1ccccc1C1=CC(c2ccco2)n2nnnc2N1 (centres undefined)
    -3.0 | 1 | -7 | 8 | 104 | 11 | 3 | 9 | -2.9
- Cc1ccc(S(=O)(=O)Oc2ccccc2N2C(=O)C3C4CCC(C4)C3C2=O)cc1 (centres undefined)
    -1.1 | 3 | -29 | 13 | 104 | 19 | -4 | -12 | -2.6
- CCC(CC)C(=O)OCC(=O)Nc1cccc([N+](=O)[O-])c1
    -1.7 | 5 | 5 | -3 | 104 | 3 | 4 | -2 | -1.6
- O=C(Oc1cccc(-n2cnnn2)c1)c1ccco1
    3.5 | 0 | -2 | -69 | 100 | 7 | -13 | -7 | 0.0
- COc1ccc(C(C(=O)NCC2CCCO2)N(C(=O)CNC(=O)c2ccco2)c2ccccc2)cc1OC (centres undefined)
    -2.2 | 0 | -28 | 6 | 96 | 9 | -4 | -2 | -0.5
- Cc1ccc(OCC(=O)NCCO)cc1C
    0.6 | 5 | -3 | 20 | 99 | -4 | -2 | -1 | -1.4
- CN(CC1CCOCC1)C(=O)CC1C(=O)NCCN1C/C=C/c1ccccc1 (centres undefined)
    -2.2 | 2 | -9 | 2 | 103 | 3 | -4 | 9 | -1.2
- Cc1ccc(C(=O)NCc2nnc(SCC(=O)Nc3sc4c(c3C#N)CCCC4)n2C)cc1
    2.7 | 9 | -10 | 5 | 102 | -18 | 8 | -1 | -2.3
- CCCCN=C1NC(=O)C(CC(=O)Nc2ccc(Cl)cc2)S1 (centres undefined)
    1.7 | -10 | -7 | -2 | 95 | 2 | -29 | 9 | -0.4
- COc1ccc(S(=O)(=O)N2CCC(C(=O)N3CCc4ccccc4C3)CC2)cc1OC
    -3.1 | 3 | -23 | 21 | 98 | 8 | 2 | -2 | -0.8
- Cc1ccc(Cl)cc1N(CC(=O)NCc1ccccc1)S(C)(=O)=O
    -2.6 | 2 | -12 | -10 | 104 | 1 | 4 | 0 | 0.9
- CC(C)CN1C(=O)c2ccc(NC(=O)C3CC3)cc2C1=O
    -3.3 | 1 | -5 | -3 | 102 | 10 | 0 | -7 | -1.8
- CCOC(=O)c1cnc(SSc2ncc(C(=O)OCC)c(N)n2)nc1N
    -4.2 | 3 | -9 | 10 | 105 | 4 | 64* | 8 | -3.5
- C=CCN1C(=O)C2(OCCCO2)c2cccc(C)c21
    -2.9 | 1 | -14 | 11 | 99 | 22 | 1 | -2 | -2.3
- COc1ccc(NC(=O)c2ccc(OC)cc2)cc1
    -0.3 | 1 | 4 | 15 | 103 | 4 | 1 | -10 | -3.4
- COc1ccc(S(=O)(=O)NCC2CCCN(C(=O)c3cccs3)C2)cc1 (centres undefined)
    -3.5 | -6 | -16 | 0 | 97 | 2 | -15 | 0 | 0.8
- C/C(=N\NC(=O)c1ccccc1F)c1ccc2c(c1)Nc1ccccc1S2
    -4.1 | 8 | 2 | 25 | 110 | -18 | 10 | -10 | -4.1
- CN(Cc1ccccc1F)C(=O)CCCNC(=O)c1ccc(Cl)cc1
    -2.8 | 2 | -27 | 14 | 108 | -14 | -1 | 5 | -2.2
- Cc1cc(C(=O)NCc2ccc3c(c2)OCO3)c(C)o1
    -2.6 | -12 | 1 | 16 | 89 | -15 | -2 | 3 | -3.3
- O=C(NCc1ccccc1)C(=O)NCC(c1ccco1)N1CCOCC1 (centres undefined)
    -3.3 | 18 | -5 | 40 | 115 | 3 | 1 | 1 | -1.9
- CCN(CC)CCNC(=O)c1ccc(NC(=O)c2ccc3c(c2)CCC3)cc1
    0.2 | 5 | 22 | 11 | 113 | -2 | 4 | -23 | 1.8
- COCCN1C(=O)CC(NNC(=O)c2ccc(S(=O)(=O)N3CCCC3)cc2)C1=O (centres undefined)
    0.2 | -7 | -3 | -16 | 94 | 13 | 7 | -11 | -2.7
- O=C(O)c1cn[nH]c1-n1cnnn1
    -5.0 | -4 | 3 | · | 95 | 1 | 65* | -5 | -4.7
- COc1ccc(C(=O)Nc2cccnc2)cc1OC
    -2.7 | -4 | -2 | -45 | 93 | 0 | 4 | -1 | -3.1
- O=C(CCCc1ccccc1)NCc1ccccn1
    -3.1 | 3 | 2 | 13 | 106 | -2 | -4 | 8 | 0.2
- CS(=O)(=O)N(CC(=O)NCc1ccccc1)Cc1ccc(Cl)cc1
    -2.9 | 14 | -10 | 7 | 103 | 3 | -4 | -10 | 0.2
- COc1ccc(C(=O)NNC(=O)CSc2nnc(C(C)C)n2C)cc1
    -3.3 | 5 | -12 | 6 | 104 | -1 | 5 | 4 | -2.6
- CC(C)(Oc1ccc(Cl)cc1)C(=O)N(Cc1ccccc1)c1ccccn1
    -3.7 | -1 | -30 | 34 | 95 | -2 | 1 | 4 | -3.1
- CC(C)Cc1nc2sc3c(c2c(=O)n1N)CC(C)(C)OC3
    0.0 | -2 | -9 | 23 | 102 | 29 | -11 | -8 | -0.3
- COc1ccc(NC(=O)c2ccccc2Cl)c(NC(=O)c2ccco2)c1
    -0.2 | 0 | -6 | 12 | 100 | -4 | 3 | -2 | -2.5
- CSc1ccccc1NC(=O)C1CC(c2ccccc2Cl)=NO1 (centres undefined)
    -1.8 | 3 | -11 | 3 | 102 | 9 | 0 | 2 | -1.6
- Cc1ccc2[nH]c(=O)c3cc(C(=O)N(C)Cc4ccco4)sc3c2c1
    -1.0 | 2 | -9 | -1 | 104 | 14 | -37 | 15 | 6.0
- CC(OC(=O)c1cccs1)C(=O)NCc1ccccc1 (centres undefined)
    -1.3 | 9 | -4 | -9 | 121 | -17 | 8 | -9 | -1.5
- Cc1ccc(C2CC(C(F)F)n3ncc(C(=O)Nc4c(C)nn(Cc5c(F)cccc5Cl)c4C)c3N2)cc1 (centres undefined)
    0.1 | 3 | -12 | 0 | 95 | -27 | -8 | 0 | -1.6
- Cc1ccc(NC(=O)COc2ccc(/C=N/NC(=O)CSCc3ccccc3)cc2)cc1
    1.7 | 6 | -20 | 33 | 103 | -12 | -10 | -14 | -0.4
- C/C(=N/OC(=O)c1c(F)cccc1F)c1nccs1
    -2.9 | 8 | 1 | 31 | 113 | 5 | -5 | -2 | -4.2
- O=C(CS(=O)(=O)c1ccccc1Cl)N1CCOCC1
    -2.6 | -4 | -2 | 11 | 93 | 7 | 4 | 16 | -1.4
- COc1ccc(OCc2cc(C(=O)NCC3(C)COC3)no2)c(Cl)c1
    -0.5 | -2 | -17 | 10 | 99 | -7 | -2 | -2 | 1.2
- Cc1cc(NC(=O)c2noc3c2CCc2ccccc2-3)n(-c2ccccc2)n1
    -1.5 | 4 | 0 | 37 | 100 | 3 | -5 | 5 | -1.6
- Cc1ccccc1CSCc1ccc(C(=O)NCCCN2CCOCC2)o1
    0.8 | 0 | 4 | 3 | 100 | -12 | 0 | 8 | -0.3
- CN(C(=O)Cn1nnc(-c2cccnc2)n1)C1CCCCC1
    -3.3 | 2 | -1 | · | 106 | 11 | 2 | 11 | -1.2
- O=C(NC1CC1)C1CCN(C2CCN(C(=O)Cc3ccc4c(c3)OCO4)CC2)CC1
    -2.8 | -14 | -2 | 1 | 93 | 1 | 2 | 2 | -2.3
- CC1=NN(c2ccccc2)C(=O)/C1=C\N(O)c1ccccc1
    -1.5 | 3 | 3 | 16 | 105 | 46 | 10 | -6 | -2.5
- CCC(C)(C)NC(=O)CN(Cc1ccccc1Cl)C(=O)CCC(=O)Nc1cc(C)ccn1
    -4.0 | 1 | -30 | 8 | 99 | 7 | 1 | -1 | -1.1
- COc1ccc(S(=O)(=O)N(C)C)cc1NC(=O)COC(=O)CC1CCCC1
    -1.9 | · | -21 | 1 | · | 13 | 8 | -6 | -1.7
- C=C1CCC[C@]2(C)C[C@H]3OC(=O)C(CNC(CC)CO)[C@H]3CC12 (some centres undefined)
    -0.8 | 1 | -4 | 16 | 106 | -8 | 1 | 23 | 1.1
- Cc1ccc2c(c1)N(CC(=O)N1CCCCC1)C(=O)C(C)O2 (centres undefined)
    -1.8 | 6 | -10 | 11 | 105 | 4 | 1 | -1 | -2.2
- COc1ccccc1N(CC(=O)NCCc1ccccc1)C(=O)CCC(=O)Nc1cc(C)ccn1
    -2.3 | 7 | -39 | 14 | 107 | 15 | -2 | -16 | -1.6
- Cc1ccccc1NC(=S)N(CCc1c(C)[nH]c2ccc(F)cc12)Cc1ccncc1
    -4.7 | 0 | 0 | 10 | 112 | -5 | 1 | -19 | -6.5
- Cc1[nH]n(-c2ccc(Cl)cc2)c(=O)c1N=Nc1cccnc1
    -2.7 | 4 | -5 | · | 100 | 11 | 1 | 11 | -3.0

Next part
Fields: IMP-1 inh | MEKK2mut PB1 HTS | DNA FID counter | NALP1 inh | MEKK2wt PB1 HTS | SUMO HTRF inh | M18AAP inhibitor | NS3 helicase inh | VIM-2 inhibitor
- CCOC(=O)c1cc(C)n(Cc2ccccc2)c1C
    -3.6 | 1 | -6 | 24 | 102 | -12 | 3 | 2 | -1.6
- O=C(Nc1cccc(Cl)c1Cl)C1CCN(c2ncccn2)CC1
    -2.7 | 2 | -2 | -61 | 101 | -8 | 3 | -4 | -2.9
- Cc1ccc(S(=O)(=O)Oc2ccc(/C=C(/NC(=O)c3ccccc3)C(=O)NCC(=O)O)cc2)cc1
    -2.4 | -10 | -28 | -1 | 84 | 11 | -8 | 21 | -4.5
- Cc1nc2ccccc2c(C)c1C(=O)c1ccc(F)cc1
    -0.4 | -5 | -10 | 14 | 102 | 24 | -2 | 0 | -0.4
- N#C/C(=N\Nc1ccccc1Cl)C(=O)c1ccccc1
    -3.1 | · | -1 | 11 | · | 14 | 3 | 10 | -4.1

Single records (already shown).
C=C1CCC[C@]2(C)C[C@H]3OC(=O)C(CNC(CC)CO)[C@H]3CC12 (some centres undefined) across the screens: IMP-1 inh: -0.8; MEKK2mut PB1 HTS: 1; DNA FID counter: -4; NALP1 inh: 16; MEKK2wt PB1 HTS: 106; SUMO HTRF inh: -8; M18AAP inhibitor: 1; NS3 helicase inh: 23; VIM-2 inhibitor: 1.1
COc1ccc(C(=O)Nc2cccnc2)cc1OC across the screens: IMP-1 inh: -2.7; MEKK2mut PB1 HTS: -4; DNA FID counter: -2; NALP1 inh: -45; MEKK2wt PB1 HTS: 93; SUMO HTRF inh: 0; M18AAP inhibitor: 4; NS3 helicase inh: -1; VIM-2 inhibitor: -3.1
